# AddAB inh: less growth of phage-infected E. coli with AddAB. E. coli expressing H. pylori AddAB, absorbance growth. inhibition, % at 11.9 µM. 0.29% of 330,000 active; in the data active = inhibition above about 12%;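 note: 0% = vehicle wells of infected cells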
# Tat export inh: E. coli Tat transport inhibition | inhibition, % at 10 µM | AID 488895 | E. coli MC4100 TorA-mCherry Tat export, fluorescence | 0.036% of 340,000 active;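 active = mean replicate inhibition at least 50% and at least half of replicates individually reaching 50%; inconclusive = only one of the two criteria met; inactive = neither criterion met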;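 note: exported cargo escapes ClpAP degradation while cytoplasmic cargo is degraded and loses fluorescence; 0% = median of neutral control wells and 100% = median of NaSCN control wells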
# PKA-R1A act: activates the PKA-R1A holoenzyme complex. 0.083% of 340,000 active. PKA-R1A dissociation, Cy5-IP20 fluorescence polarization; scaled: DMSO 0%, 113 µM cGMP 100%. activation, % at 11.4 µM. P00514+P68181;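 active = percent activation above the mean of all tested compounds plus 3 SD, cut at about 19% in these data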;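 note: higher means more PKAc released from R1A so a rise in polarization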
# phage Ecoli inh: E. coli growth loss with phage present; growth absorbance; 0.26% of 360,000 active; inhibition, % at 11.9 µM; in the data active = inhibition above about 11%
# PKA-R2B act: activators of human PKA-R2B complex. PKA-R2B holoenzyme dissociation, Cy5-IP20 fluorescence polarization; R2B truncated from residue 108, S112A mutant; 0% DMSO only, 100% 113 µM cGMP. activation, % at 11.4 µM. P22694+P31323. 0.079% of 340,000 active;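 active = activation above a cutoff set at the mean over all compounds plus 3 SD, cut at about 18% in these data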;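 note: higher means more holoenzyme dissociation and a rise in polarization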
# Target sequence (P31323 whole entry, looked up, other chains not shown, the tested form may be a part): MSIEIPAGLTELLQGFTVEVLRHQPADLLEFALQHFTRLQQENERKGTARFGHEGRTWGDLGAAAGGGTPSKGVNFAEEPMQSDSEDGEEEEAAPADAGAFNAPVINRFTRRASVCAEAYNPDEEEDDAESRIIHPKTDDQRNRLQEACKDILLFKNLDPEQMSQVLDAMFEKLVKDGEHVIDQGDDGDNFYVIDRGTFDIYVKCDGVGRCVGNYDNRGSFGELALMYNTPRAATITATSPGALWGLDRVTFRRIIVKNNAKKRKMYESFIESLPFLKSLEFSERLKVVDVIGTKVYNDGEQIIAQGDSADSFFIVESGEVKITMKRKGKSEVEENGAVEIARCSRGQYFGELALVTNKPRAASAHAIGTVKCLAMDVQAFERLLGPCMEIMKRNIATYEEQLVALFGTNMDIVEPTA
# CDK5 p35 inh: blocks human CDK5/p35 kinase activity | Recombinant CDK5/p35, ADP-Glo luminescence, 60 min | inhibition, % at 10 µM | 0.01% of 330,000 active;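 active = highest replicate inhibition of at least 50% and at least 75% of replicates reaching 50%; inconclusive = only one of the two criteria met; inactive = both criteria failed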;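 note: plate controls were DMSO neutral control for no effect and GW8510 at 10 µM for full effect; many of its hits are not listed in these tables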
# Target sequence (Q00535 whole entry, looked up): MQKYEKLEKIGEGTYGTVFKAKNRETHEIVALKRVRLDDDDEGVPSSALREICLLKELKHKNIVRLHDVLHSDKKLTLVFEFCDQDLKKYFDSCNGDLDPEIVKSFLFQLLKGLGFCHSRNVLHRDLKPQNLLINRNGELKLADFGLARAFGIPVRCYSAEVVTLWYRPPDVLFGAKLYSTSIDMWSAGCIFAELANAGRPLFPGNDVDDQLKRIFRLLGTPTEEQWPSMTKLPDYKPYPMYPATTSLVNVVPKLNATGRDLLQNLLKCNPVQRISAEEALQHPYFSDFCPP
# Target sequence (Q15078 whole entry, looked up): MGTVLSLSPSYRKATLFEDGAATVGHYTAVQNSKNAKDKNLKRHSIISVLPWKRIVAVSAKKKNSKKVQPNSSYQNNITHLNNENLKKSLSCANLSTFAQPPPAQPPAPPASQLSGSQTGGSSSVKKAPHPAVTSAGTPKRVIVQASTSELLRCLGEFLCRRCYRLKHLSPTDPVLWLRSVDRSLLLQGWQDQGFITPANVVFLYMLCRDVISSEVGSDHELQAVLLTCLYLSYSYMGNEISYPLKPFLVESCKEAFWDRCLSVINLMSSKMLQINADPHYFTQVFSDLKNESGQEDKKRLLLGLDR
# Mot1-301 SUMO: inhibitors of SUMOylation pathway: yeast Mot1-301 growth rescue. AID 2716. 1% of 320,000 active. growth rescue, % at 18.8 µM. S. cerevisiae Mot1-301 growth rescue, ATP luminescence, 38.5C; percent above DMSO median, 100 means doubled;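 active = every valid replicate shows activation above 250% relative to neutral control wells; inactive = the rest, any valid replicate at or below 250%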;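 note: OY570 slx delta 5 strain wells were the positive control but not used for scaling; some compounds called inactive have numbers as strong as hits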
# Ecoli viability: reduces bacterial viability in AddAB counter-screen. E. coli V3065 growth, OD600 absorbance, 18 h. inhibition, % at 11.9 µM. 0.27% of 330,000 active;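 active = inhibition above the campaign's mean inhibition across all tested compounds plus 3 SD, cut at about 9.9% in these data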;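 note: uninfected addAB+ strain grown without phage in ampicillin broth; 0% = DMSO wells and 100% = ciprofloxacin 0.95 µg/ml wells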
# HTR5A inv ag: inverse agonist of human HTR5A in OPRM1-OPRD1 counter-screen; P47898; HTR5A cell line, luminescence, inverse agonism; inhibition, % at 9.3 µM; 0.083% of 340,000 active; AID 504634; in the data active = inhibition mostly above about 23%, no sharp cut-off; inactive = mostly below about 18%;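 note: 0% = cells with DMSO and 100% = no-cell wells with DMSO; some compounds called inactive have numbers as strong as hits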
# HTR5A ag ctr: HTR5A agonism, opioid heterodimer counter-screen | HTR5A agonist assay, luminescence, cell-based | activation, % at 9.3 µM | 0.61% of 340,000 active; in the data active = activation mostly above about 9.5%, no sharp cut-off; inactive = mostly below about 7.6%;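 note: 0% = cells with vehicle only and 100% = reference agonist; strong numbers were not always called active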
# DAGLB inhibitor: diacylglycerol lipase beta (human) inhibition; HEK293T DAGLB membrane lysate, EnzChek fluorogenic substrate; 0.059% of 340,000 active; inhibition, % at 5.17 µM; Q8NCG7; AID 504411; in the data active = inhibition above about 34%;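 note: 0% = enzyme with vehicle and 100% = wells lacking enzyme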
# * = called active by the depositor; ? = inconclusive; . = no result given; + = active, no number; & = joins results of further samples.
canonical_smiles	HTR5A ag ctr	AddAB inh	PKA-R1A act	Ecoli viability	Tat export inh	DAGLB inhibitor	phage Ecoli inh	CDK5 p35 inh	HTR5A inv ag	Mot1-301 SUMO	PKA-R2B act
COc1ccc(-c2nc3ccccn3c2CN2CCN(c3ccccc3F)CC2)cc1	1	0.2	-13	-0.1	13	-1	4.3	-0.6	-29	-17	0
O=C(Oc1ccccc1C(=O)N1CCOCC1)c1ccccc1	-5	-0.7	1	3.0	1	-2	1.5	-0.7	18	11	-1
CC(=O)c1ccccc1N(C(=O)Cn1nnc2ccccc21)C(C(=O)NCC1CCCO1)c1ccc(N2CCOCC2)cc1 (stereo not drawn)	5	-0.5	6	1.9	3	1	4.0	0.7	15	.	7
Cc1sc2ncn(CC(=O)NCCN(C)C)c(=O)c2c1S(=O)(=O)N1CCC(C)CC1	3	2.9	-14	0.8	-1	3	4.1	1.1	-9	6	4
CCN1CCN(C(=O)/C=C/c2ccc(C(C)C)cc2)CC1	1	4.5	1	0.5	-5	1	1.1	0.1	4	-4	0
Cc1cc(C)n2nc(C(=O)OCC(=O)Nc3ccc(C)c(S(=O)(=O)N(C)C)c3)nc2n1	-2	1.1	-3	0.5	0	0	6.4	1.0	10	-6	-10
C=CCn1cnc2scc(-c3ccc(CC)cc3)c2c1=O	1	-0.1	2	1.7	2	-4	1.6	1.4	-8	-1	-3
CC(C)(C)c1ccc(C(=O)Nc2ccc(S(N)(=O)=O)cc2)cc1	3	-0.6	-12	-0.4	-3	-3	-0.6	0.0	-12	5	-9
Cc1ncc([N+](=O)[O-])n1CCOC(=O)c1ccc(Br)cc1	0	2.1	-8	-0.2	-9	1	4.9	3.3	0	-3	8
O=C(Nc1nncs1)Oc1ccccc1	0	-0.6	5	-0.4	-3	-2	2.5	2.4	-13	233	-4
CN1c2ccc(Cl)cc2C(=O)NC1C1CC=CCC1 (stereo not drawn)	2	0.7	-6	-0.7	-9	0	4.1	-0.2	-6	-16	-3
O=c1[nH]ncn1-c1ccccc1	-1	-0.3	-2	-1.6	0	-1	4.7	0.6	2	-17	10
CCOC(=O)CCN(C(=S)Nc1ccccc1)C1CCCCC1	2	.	-6	.	-2	0	1.3	0.5	-7	.	1
CCN=C1SC(CC(=O)Nc2ccc3c(c2)OCO3)C(=O)N1CC (stereo not drawn)	-3	0.2	5	0.8	-1	-3	-0.8	-0.3	8	443	-5
CCOC(=O)c1c(C)[nH]c(C(=O)COC(=O)c2ccncc2)c1C	2	3.9	-1	1.0	-1	0	-0.2	0.2	11	+	3
Cc1cccc2nc(COc3ccc(Cl)c4cccnc34)cn12	0	2.2	-3	0.9	-3	0	3.6	0.6	-1	-2	-2
Nn1c(Nc2ccccc2)nc2ccccc21	-2	1.9	-3	0.8	-9	1	2.8	1.3	8	122	10
COc1ccc(N(C)C(=O)CCS(=O)(=O)c2cccc3nonc23)cc1	-2	3.0	-6	2.2	-4	1	1.3	-1.1	-4	81	-10
CN1CCCNc2nc3ccccc3nc21	4	-0.4	9	2.6	-6	1	1.4	-0.3	-18	-3	-4
Clc1ccccc1/C=N/NC1=Nc2cccc3cccc1c23	12*	-0.7	-3	-0.8	-13	2	2.1	-0.8	-15	158	18
CC1CCN(C(=O)C2CCC(CNS(=O)(=O)c3cccc4cccnc34)CC2)CC1 (stereo not drawn)	8	3.9	1	-0.8	4	-2	-0.3	-0.9	-23	-17	2
Cc1ccc(N(C(=O)c2csnn2)C(C(=O)NC2CCCCC2)c2ccccn2)cc1C (stereo not drawn)	-3	1.4	17	-0.9	-7	0	2.3	-2.4	11	-7	-1
CN=c1scc(C)n1/N=C/c1ccc(O)cc1	-2	-0.2	-23	1.1	1	4	1.9	0.1	8	-2	-10
Cn1c(=O)c2c(c3ccccc31)OC(=O)CC2c1cccnc1 (stereo not drawn)	6	.	-13	.	1	5	2.8	-5.1	4	.	0
CC(C)C(c1nnnn1Cc1ccco1)N1CCN(C2CCCC2)CC1 (stereo not drawn)	1	-0.5	-12	-1.8	2	-6	2.4	-1.3	-25	-1	-16
CCCCN(CCCC)C(=O)c1ccccc1NC(=O)CN1C(=O)c2ccccc2C1=O	3	2.1	-14	1.8	1	-2	0.6	0.6	-9	-4	-8
O=C(O)c1cccc(Nc2nc(-c3ccc([N+](=O)[O-])cc3)nc3ccccc23)c1	-3	.	5	.	-9	2	0.0	0.6	10	0	-3
CCN(c1ccccc1)S(=O)(=O)c1ccc(OC)c(NC(=O)Cc2ccc(F)cc2)c1	-1	-0.2	-3	1.7	11	-8	0.9	2.5	2	13	-8
O=S(=O)(c1cnc(Cl)c(Cl)c1)N1CCCc2ccccc21	4	0.9	-15	0.4	9	-9	2.6	-2.3	-9	8	-6
CCCCCCOC(=O)C1=C(C)NC(=O)NC1c1ccc2c(c1)OCO2 (stereo not drawn)	1	1.3	-4	-0.5	3	4	0.7	1.0	-3	-12	-10
O=C(CCSc1ccc(Cl)cc1)NC1CCCC1	-2	3.9	2	-1.2	-3	0	2.7	1.0	8	213	-2
COc1cccc(-c2ccc(C#N)c(SCC(=O)NCCc3ccc(Cl)cc3)n2)c1	4	2.0	0	1.0	5	-2	1.2	-4.8	-1	-15	1
CC(=O)N1CCN(C(=O)COC(=O)/C=C/c2ccccc2[N+](=O)[O-])CC1	4	-0.4	3	1.1	-1	1	2.5	-1.3	-16	-19	7
COc1ccc(Br)cc1S(=O)(=O)NCc1ccccc1	-3	1.0	12	-1.5	-1	0	1.1	0.1	11	-12	-2
CCOC(=O)C1(CCCc2ccccc2)CCN(C2CCSCC2)CC1	0	.	2	.	3	-4	2.5	-0.1	0	.	-3
CCn1c(C)nc2cc(C(=O)N/N=C/c3ccccc3)ccc21	1	3.3	-5	4.1	-7	-1	2.8	2.1	-4	2	-1
CC1CCCN(C(=O)CCS(=O)(=O)c2ccc3c(c2)n(C)c(=O)c(=O)n3C)C1 (stereo not drawn)	-3	4.8	-13	-3.0	22	-1	1.7	1.1	7	.	-13
O/N=C\c1cccn1-c1nccs1	0	-0.3	-5	-0.4	-7	-2	0.5	0.1	1	.	-4
COc1cc(/C=C2/C(=O)NN(c3ccc(Cl)cc3)C2=O)ccc1OC(=O)c1ccco1	3	3.5	0	-0.9	12	26	3.5	-5.4	-9	55	8
CCOc1ccc2ccccc2c1/C=N/NC(=O)c1c(C)cc(C)[nH]c1=O	1	2.4	-5	-2.7	-6	1	-0.5	-0.5	0	3	3
CCC(=O)N(CCc1ccc(S(N)(=O)=O)cc1)C1CC(=O)N(c2ccc(OC)cc2)C1=O (stereo not drawn)	-1	1.9	-1	0.9	4	1	2.3	2.9	24	36	4
C=CCSc1nnc(NC(=O)C2CSC3(C)CCC(=O)N23)s1 (stereo not drawn)	6	-2.0	-3	-1.7	5	-2	-0.6	1.1	-14	-18	2
COc1ccc(CNC(=O)CNC(=O)c2ccc(C(C)(C)C)cc2)cc1OC	2	1.7	-12	2.0	-3	-5	1.2	4.6	-9	-15	-1
CCN1C(=O)/C(=C2/Sc3ccccc3N2CCCS(=O)(=O)O)SC1=S	-4&2	0.4	0&-17	-2.2	-5&5	5&3	2.3&4.6	-0.4&-0.2	11&-4	6	2&-2
Cc1csc2nc3ccccc3c(=O)n12	5	3.8	2	-3.2	-4	0	3.0	0.2	-16	-10	9
CCOC(=O)c1ccccc1NC(=O)CSc1cccc[n+]1[O-]	2	2.7	2	1.6	6	0	0.4	-7.3	-19	5	-25
CCOC(=O)C(NC(=O)Nc1ccccc1)(OCC)C(F)(F)F (stereo not drawn)	-5	1.3	-6	-1.3	-5	-2	3.7	-2.7	17	7	-13
COc1ccc(-c2c[n+]3c4n2CCCCC4=C(c2ccccc2)C3)cc1	2	0.7	0	-1.4	-8	4	1.1	0.6	-4	.	4
CCNC(=O)CSc1nc(-c2ccc(F)cc2)cs1	-1	3.0	8	2.3	4	1	2.8	3.5	35	-2	-12
COc1ccccc1C(=O)NCCC(=O)N1CCN(c2cccc(C(F)(F)F)c2)CC1	0	-2.9	-3	-0.2	-1	1	-0.3	-0.9	8	10	-8
COC(=O)CC1Nc2ccccc2SC1=O (stereo not drawn)	0	1.2	2	1.3	2	3	3.5	0.9	0	-5	2
Nc1ncc(-c2ccccc2)n1CC1CCCO1 (stereo not drawn)	3	-0.8	-2	4.5	1	-2	1.2	1.5	-9	7	-8
CCN(CC)S(=O)(=O)c1ccc(C(=O)OC2CCCCC2CN(C)C)cc1 (stereo not drawn)	-3	0.1	-3	0.9	-5	0	1.8	-0.8	1	-3	4
O=C(NCc1ccccn1)C1CC(c2ccccc2O)=NO1 (stereo not drawn)	2	4.4	-6	0.6	?	-1	2.2	-0.2	-5	-3	9
CN(c1ccccc1)c1ccc(/C=C(\C#N)c2nnc3n2CCCCC3)cc1[N+](=O)[O-]	3	3.2	1	0.1	-9	10	-0.8	1.5	6	0	-3
CNc1ccccc1C(=O)OC	-2	2.4	0	-1.8	-8	-1	3.2	-2.6	-2	139	1

# Continued:
canonical_smiles	HTR5A ag ctr	AddAB inh	PKA-R1A act	Ecoli viability	Tat export inh	DAGLB inhibitor	phage Ecoli inh	CDK5 p35 inh	HTR5A inv ag	Mot1-301 SUMO	PKA-R2B act
CC(=O)c1ccc(OCc2cc(C(=O)N(C)CCOc3ccc(C)cc3)no2)cc1	7	-1.5	4	1.1	9	-3	-0.6	-0.2	-17	8	7
CCCCCC(=O)N/N=C(\C)c1ccc(Cl)cc1	1	0.8	9	-0.7	9	-1	1.7	-2.9	-5	20	-7
O=C(O)c1nsc(Cl)c1Cl	0	3.2	-10	-1.9	-5	-2	1.7	1.4	0	-14	-11
O=C(CC1C(=O)NCCN1Cc1c(F)cccc1Cl)NCc1ccccc1 (stereo not drawn)	3	-1.8	-14	-1.8	8	-2	6.0	0.0	-10	254	-18
CCc1cc(C(=O)N/N=C/c2ccc(OC)cc2)c2ccccc2n1	6	2.9	-7	0.6	-1	-4	2.2	-0.9	-17	16	1
CCN(CC)CCC(c1cc(OC)c(OC)c(OC)c1)c1c(OC)cc(OC)c2ccc(=O)oc12 (stereo not drawn)	2	2.8	4	-2.1	10	-2	0.8	-0.3	18	2	2
Cn1cc[n+](C)c1COc1ccc(C=O)cc1	-1	-0.1	-2	0.5	5	-2	2.5	1.6	5	6	2
O=C(Cc1cccc(NC(=O)C2CCN(C(=O)C3CCCC3)CC2)c1)Nc1cccc(C(=O)N2CCCC2)c1	11	-1.3	-4	-3.0	-3	-1	2.2	-1.3	-7	-19	4
Clc1ccc(-c2noc(CSc3nnc(-c4ccncc4)n3-c3ccccc3)n2)cc1	3	-0.3	-4	0.4	3	0	1.5	-1.6	-5	-20	-15

# Source: PubChem
